From PubChem
BioA inh = inhibitors of Mycobacterium tuberculosis BioA enzyme | purified M. tuberculosis BioA enzyme, plate reader | inhibition, % at 9.99 µM | actives 0.096% (n = 360,000) | AID 602481; in the data active = inhibition above about 40%
Numbers without * were called inactive; & = joins results of further samples. Not all compounds are listed; count on the stated rates, not on these rows.

smiles | BioA inh
CO[C@H]1CN(C)C(=O)c2ccc(NS(C)(=O)=O)cc2OC[C@@H](C)N(Cc2cncnc2)C[C@@H]1C | -2.1
CCNC(=O)C[C@H]1CC[C@@H]2[C@H](COC[C@H](O)CN2C(=O)Nc2cccc(OC)c2)O1 | 0.7
C[C@@H]1CN([C@@H](C)CO)S(=O)(=O)c2ccc(C#C[C@@H](C)O)cc2O[C@@H]1CN(C)C(=O)Cc1ccccn1 | 2.0
CNC(=O)C[C@H]1CC[C@H]2[C@@H](COc3ccc(NC(=O)c4ccccc4F)cc3C(=O)N2C)O1 | 8.2
CN(C)C(=O)c1ccc(-c2ccc([C@H]3[C@H](CO)N4CCCCN(CCC(F)(F)F)C[C@@H]34)cc2)cc1 | 1.4
C[C@@H]1CN([C@@H](C)CO)C(=O)c2cc(-c3ccccc3)cnc2O[C@@H]1CN(C)C(=O)C1CCOCC1 | -3.4
C[C@@H]1CN([C@@H](C)CO)C(=O)c2cc(NC(=O)Cn3cnnn3)ccc2O[C@H]1CN(C)Cc1ccc(-c2ccccc2)cc1 | -0.2
O=C(C[C@@H]1CC[C@H](NC(=O)CC2CC2)[C@@H](CO)O1)NCc1ccc(Cl)cc1 | -1.3
C[C@@H]1CN([C@@H](C)CO)C(=O)c2cccc(NC(=O)C3CCCCC3)c2O[C@@H]1CN(C)C(=O)Nc1cccc2ccccc12 | 0.5
Cc1ccc(S(=O)(=O)Nc2ccc3c(c2)C(=O)N([C@@H](C)CO)C[C@H](C)[C@@H](CN(C)C(=O)CCC(F)(F)F)OCCCC[C@H](C)O3)cc1 | 2.0
CN1C(=O)c2cc(NC(=O)c3ccc(F)cc3)ccc2OC[C@@H]2O[C@H](CC(=O)NC3CCC3)CC[C@H]21 | 12.8
CNC[C@H]1OCCCC[C@@H](C)Oc2ccc(NC(=O)Nc3c(C)noc3C)cc2C(=O)N([C@@H](C)CO)C[C@@H]1C | -3.5
C[C@H]1CN([C@@H](C)CO)C(=O)Cc2cc(NC(=O)Nc3ccc(F)cc3)ccc2O[C@@H]1CN(C)Cc1ccc(-c2ccccc2)cc1 | -3.4
C[C@@H]1CN([C@H](C)CO)C(=O)c2cc(NC(=O)CCC(F)(F)F)ccc2O[C@@H](C)CCCCO[C@H]1CN(C)S(=O)(=O)c1ccc(Cl)cc1 | 1.5
CCC(=O)N(C)C[C@@H]1Oc2cc(-c3ccccc3)ccc2S(=O)(=O)N([C@H](C)CO)C[C@@H]1C | 3.2

(list continues)
smiles | BioA inh
C[C@H](CO)N1C[C@H](C)[C@H](CN(C)C(=O)CCCN(C)C)OCCCC[C@H](C)Oc2ccc(NC(=O)Nc3ccc(F)cc3)cc2C1=O | 1.1
COc1ccccc1-c1ccc2n(c1=O)C[C@H]1[C@H](CO)[C@@H](C(=O)Nc3nccs3)N(CC3CC3)[C@@H]21 | -1.4
C/C=C/c1cnc2c(c1)C(=O)N([C@H](C)CO)C[C@@H](C)[C@H](CN(C)S(=O)(=O)c1ccccc1F)O2 | 8.5
Cc1ccc(S(=O)(=O)N(C)C[C@H]2Oc3ccc(NC(=O)Nc4ccc(C(F)(F)F)cc4)cc3CC(=O)N([C@H](C)CO)C[C@@H]2C)cc1 | 1.1
CN1C[C@H]2[C@@H](c3ccccc31)[C@@H](CO)N2C(=O)c1cccnc1 | 1.2
O=C(NC1CCCC1)[C@H]1[C@H](CO)[C@H]2Cn3c(ccc(-c4cccnc4)c3=O)[C@H]2N1CCc1ccccc1 | -1.4
CCCNC(=O)Nc1ccc2c(c1)OC[C@@H](C)N(C(C)=O)C[C@H](C)[C@@H](OC)CN(C)C2=O | -1.6
CO[C@@H]1CN(C)C(=O)c2cc(NC(C)=O)ccc2OC[C@@H](C)N(C(=O)CN2CCOCC2)C[C@H]1C | -0.7
C[C@@H]1CCCCO[C@H](CN(C)C)[C@@H](C)CN([C@H](C)CO)C(=O)c2cc(NS(=O)(=O)c3ccc(Cl)cc3)ccc2O1 | -1.4
CO[C@@H]1CN(C)C(=O)c2cc(NC(=O)c3cc(C)on3)ccc2OC[C@@H](C)NC[C@H]1C | -1.7
C/C=C/c1ccc([C@H]2[C@@H](CO)N(S(C)(=O)=O)[C@@H]2CN(CC)C(=O)CC)cc1 | -3.0
C[C@H]1CN([C@@H](C)CO)S(=O)(=O)c2ccc(Br)cc2O[C@H]1CN(C)C(=O)C1CC1 | 5.9
CCCNC(=O)N1[C@H](CO)[C@H](c2ccc(C3=CCCC3)cc2)[C@@H]1CN(C)C(C)=O | 5.2
CN1C(=O)c2cc(NC(=O)C3CCCCC3)ccc2OC[C@H]2O[C@H](CC(=O)NCCc3ccncc3)CC[C@H]21 | 0.3
C[C@H]1CN([C@@H](C)CO)C(=O)c2cc(NS(=O)(=O)c3cn(C)cn3)ccc2O[C@@H]1CN(C)Cc1ccc(Oc2ccccc2)cc1 | -0.3

Carrying on.
smiles | BioA inh
C[C@@H]1CN([C@@H](C)CO)C(=O)c2cccc(NC(=O)c3nc4ccccc4s3)c2O[C@@H]1CN(C)S(=O)(=O)c1cccs1 | -4.5
CC(=O)N(C)C[C@H]1Oc2ncc(C#CC(C)(C)O)cc2C(=O)N([C@H](C)CO)C[C@H]1C | 0.4
CN1CCN(C(=O)C[C@@H]2C=C[C@H](NC(=O)Cc3ccccn3)[C@H](CO)O2)CC1 | 3.9
O=C(Nc1cc(F)ccc1F)N[C@H]1CC[C@@H](CCn2cc(C3CC3)nn2)O[C@@H]1CO | -2.3
C[C@@H]1CCCCO[C@@H](CN(C)C(=O)CCC(F)(F)F)[C@H](C)CN([C@@H](C)CO)C(=O)c2cc(NC(=O)c3ccccc3)ccc2O1 | -0.1
O=C(NC1CCCC1)N1CCCCN2[C@H](C1)[C@@H](c1ccc(-c3cncnc3)cc1)[C@@H]2CO | 1.4
C[C@@H]1CN([C@H](C)CO)C(=O)Cc2cc(NC(=O)Nc3ccc(C(F)(F)F)cc3)ccc2O[C@@H]1CN(C)Cc1ccc(C(F)(F)F)cc1 | -5.4
C[C@H](CO)N1C[C@H](C)[C@H](CN(C)S(C)(=O)=O)Oc2ccc(NC(=O)Nc3ccccc3)cc2C1=O | -1.3
C[C@@H]1CN([C@H](C)CO)C(=O)c2cc(NC(=O)CCC(F)(F)F)ccc2O[C@@H](C)CCCCO[C@@H]1CN(C)S(=O)(=O)c1ccc(Cl)cc1 | -1.1
C[C@@H]1CN([C@@H](C)CO)C(=O)c2cc(N(C)C)ccc2O[C@@H](C)CCCCO[C@H]1CN(C)Cc1ccccc1 | 0.0
O=C(C[C@H]1C[C@H]2c3cc(NC(=O)Nc4ccc(C(F)(F)F)cc4)ccc3O[C@H]2[C@H](CO)O1)NCc1ccc2c(c1)OCO2 | 0.7
O=C(C[C@H]1C=C[C@@H](NC(=O)Nc2ccccc2F)[C@@H](CO)O1)NCc1ccc(F)cc1 | -1.3
C[C@H](CO)N1C[C@H](C)[C@H](CN(C)Cc2ccncc2)Oc2ccc(NC(=O)Cn3cnnn3)cc2CC1=O | 4.8
C[C@H]1CN([C@@H](C)CO)C(=O)c2cccc(NS(=O)(=O)c3cccs3)c2O[C@@H]1CN(C)S(=O)(=O)c1ccccc1 | -1.5
CO[C@H]1CN(C)C(=O)c2ccc(NC(=O)Nc3cccc(F)c3)cc2OC[C@@H](C)N(C)C[C@@H]1C | 2.6

Additional structures:
smiles | BioA inh
C[C@@H]1CCCCO[C@@H](CN(C)Cc2ccc(C(F)(F)F)cc2)[C@@H](C)CN([C@H](C)CO)C(=O)c2cc(NS(C)(=O)=O)ccc2O1 | 0.1
C[C@@H]1CN([C@H](C)CO)C(=O)c2cc(NC(=O)NC3CCCCC3)ccc2O[C@H]1CN(C)S(=O)(=O)c1cccs1 | 6.4
COc1ccc(S(=O)(=O)Nc2ccc3c(c2)C(=O)N([C@H](C)CO)C[C@@H](C)[C@H](CN(C)Cc2ccccc2)OCCCC[C@@H](C)O3)cc1 | 1.1
O=C(C[C@@H]1CC[C@@H](NC(=O)c2cccnc2)[C@H](CO)O1)NCc1ccc(Cl)c(Cl)c1 | -0.8
COc1ccc(S(=O)(=O)Nc2ccc3c(c2)C(=O)N([C@H](C)CO)C[C@H](C)[C@H](CN(C)Cc2ccc(C(F)(F)F)cc2)O3)cc1 | -2.8
CO[C@H]1CN(C)C(=O)c2cc(NC(=O)C3CC3)ccc2OC[C@@H](C)NC[C@@H]1C | -1.0
COC(=O)C[C@@H]1C[C@@H]2c3cc(NS(=O)(=O)c4cccc(OC)c4)ccc3O[C@@H]2[C@@H](CO)O1 | 0.8
CCC(=O)N1[C@@H](CO)[C@@H](c2ccc(-c3cccc(F)c3)cc2)[C@@H]1CN(C)C(C)=O | 7.3
CO[C@@H]1CN(C)C(=O)c2cc(NS(C)(=O)=O)ccc2OC[C@@H](C)N(Cc2cncnc2)C[C@@H]1C | 0.4
COc1ccc(S(=O)(=O)Nc2cccc3c2O[C@H](CN(C)C(=O)NC2CCCCC2)[C@H](C)CN([C@@H](C)CO)C3=O)cc1 | 1.0
COc1ccc(S(=O)(=O)N(C)C[C@@H]2Oc3ccc(NS(C)(=O)=O)cc3C(=O)N([C@H](C)CO)C[C@@H]2C)cc1 | 0.8
CC(C)NC(=O)N(C)C[C@@H]1Oc2cc(C#CC3CC3)ccc2S(=O)(=O)N([C@@H](C)CO)C[C@H]1C | 2.0
C[C@H](CO)N1C[C@H](C)[C@@H](CN(C)C(=O)c2ccccc2)OCCCC[C@H](C)Oc2ccc(NC(=O)Nc3ccc(C(F)(F)F)cc3)cc2C1=O | -1.7
CC(C)NC(=O)Nc1ccc2c(c1)C(=O)N([C@H](C)CO)C[C@@H](C)[C@@H](CN(C)S(=O)(=O)c1cccs1)OCCCC[C@@H](C)O2 | 2.6
C[C@H](CO)N1C[C@H](C)[C@H](CN(C)C)Oc2ncc(C#CCN(C)C)cc2C1=O | -2.0&-1.1

The results go on:
smiles | BioA inh
O=C(C[C@@H]1CC[C@H]2[C@@H](COC[C@H](O)CN2C(=O)Nc2ccc(Cl)cc2)O1)NCCc1ccncc1 | -0.7
C[C@@H]1CN([C@@H](C)CO)C(=O)c2cccc(NC(=O)c3cnccn3)c2O[C@H]1CN(C)Cc1ccc(-c2ccccc2)cc1 | -2.5
C[C@H]1CN([C@@H](C)CO)C(=O)Cc2cc(NS(=O)(=O)c3ccccc3)ccc2O[C@H]1CN(C)C(=O)NC1CCCCC1 | -0.1
O=C(CN1CCOCC1)NCC[C@@H]1CC[C@H](NC(=O)Nc2ccccc2)[C@@H](CO)O1 | 1.8
COc1ccccc1NC(=O)N[C@H]1C=C[C@@H](CC(=O)NCc2ccc(Cl)c(Cl)c2)O[C@H]1CO | -1.4
C[C@@H](NC(=O)C[C@@H]1C[C@@H]2c3cc(NC(=O)Nc4ccccc4F)ccc3O[C@@H]2[C@@H](CO)O1)c1ccccc1 | -1.9
COc1cc(CO)cc(I)c1O[C@H]1C=C(C(=O)NCCO)C[C@@H](NCc2ccccc2F)[C@@H]1O | 0.8
COCC(=O)Nc1ccc2c(c1)[C@H]1C[C@@H](CC(=O)N[C@@H](C)c3ccccc3)O[C@@H](CO)[C@H]1O2 | -7.4
C[C@@H](NC(=O)[C@@H]1N[C@@H]2c3ccc(-c4cccnc4)c(=O)n3C[C@@H]2[C@H]1CO)c1ccccc1 | 0.9
CN1C(=O)c2cc(NC(=O)c3cccc(F)c3)ccc2OC[C@H]2O[C@H](CC(=O)NCC3CCCCC3)CC[C@H]21 | 1.7&-0.9
C[C@@H]1CCCCO[C@H](CN(C)C(=O)CCCN(C)C)[C@H](C)CN([C@H](C)CO)C(=O)c2cc(NC(=O)Nc3cccc4ccccc34)ccc2O1 | 2.1
C=CCN1C(=O)[C@@]2(Cc3ccccc3)N=C(c3ccc(OCCCO)cc3)O[C@H]2c2ccccc21 | -1.4
CC(C)C(=O)Nc1ccc2c(c1)C(=O)N(C)[C@H]1CC[C@@H](CC(=O)NCc3ccc(F)cc3)O[C@@H]1CO2 | -0.3
COCC(=O)Nc1ccc2c(c1)C(=O)N(C)C[C@H](OC)[C@@H](C)CN(Cc1ccccn1)[C@H](C)CO2 | -2.4
CNC[C@@H]1Oc2cc(-c3ccccc3OC)ccc2S(=O)(=O)N([C@H](C)CO)C[C@H]1C | -3.4

The list goes on.
smiles | BioA inh
COc1cccc(-c2cn(CC[C@H]3CC[C@H](NC(=O)CC4CC4)[C@@H](CO)O3)nn2)c1 | 3.6
O=C(CCN1CCCCC1)NCC[C@H]1CC[C@@H](NC(=O)C2CCC2)[C@H](CO)O1 | -0.7
O=C(Cc1ccccc1)N1CCCCN2[C@H](CO)[C@H](c3ccc(C#CC4(O)CCCC4)cc3)[C@@H]2C1 | -2.4
C[C@H]1CN([C@@H](C)CO)S(=O)(=O)c2ccc(C#CC3(O)CCCC3)cc2O[C@@H]1CN(C)C(=O)c1ccncc1 | 3.2
COCC(=O)Nc1ccc2c(c1)OC[C@H](C)N(Cc1ccccc1F)C[C@H](C)[C@@H](OC)CN(C)C2=O | 1.8
COCC(=O)N1C[C@H](C)[C@H](OC)CN(C)C(=O)c2cc(NC(=O)c3ccccc3)ccc2OC[C@H]1C | -4.4
